DRD3 agonist: D3 dopamine receptor (human) agonism; max activation, %; D3R DiscoveRx beta-arrestin cells, luminescence, 90 min; AID 652048; actives 0.58% (n = 410,000); in the data active means max activation above about 30%; further: 0% is about no effect; mostly tested at two doses, the higher about 12 µM
Target sequence (P35462 whole entry, looked up): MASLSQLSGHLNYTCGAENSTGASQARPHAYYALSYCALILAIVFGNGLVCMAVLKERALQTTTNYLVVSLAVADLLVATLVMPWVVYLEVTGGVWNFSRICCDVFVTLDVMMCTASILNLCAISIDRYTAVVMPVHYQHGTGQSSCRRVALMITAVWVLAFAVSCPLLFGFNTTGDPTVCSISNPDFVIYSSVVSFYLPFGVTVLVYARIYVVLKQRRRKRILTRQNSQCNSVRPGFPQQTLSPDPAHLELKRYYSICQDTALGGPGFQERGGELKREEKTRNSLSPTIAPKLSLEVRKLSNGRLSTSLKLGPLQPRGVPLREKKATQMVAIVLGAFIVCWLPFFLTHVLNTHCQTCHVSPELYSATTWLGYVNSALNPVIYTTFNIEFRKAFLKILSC
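Cells at 1500/well, incubated overnight, then treated with pinned compounds (dopamine as control) for 90 min at 37 degrees C. DiscoveRx reagent added for 30 - 60 minutes at room temperature; luminescence read.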
PTHR1 ag: PTHR1 (human) receptor agonism. AID 743266. actives 0.075% (n = 410,000). Q03431. Potency, µM (titrated, usually from 115 µM), inactives show at the top dose activation, actives largely listed as activators. HEK293 GP2 PTHR1 cells, GloSensor cAMP luminescence, 1 h; further: potency means the concentration at half of the fitted maximal effect; nearly all actives have a fitted effect of over 55% in size; some results filed as inactive show a strong effect at the top dose; inactives centre near -15; many of its hits are not listed in these tables
Target sequence (Q03431 whole entry, looked up): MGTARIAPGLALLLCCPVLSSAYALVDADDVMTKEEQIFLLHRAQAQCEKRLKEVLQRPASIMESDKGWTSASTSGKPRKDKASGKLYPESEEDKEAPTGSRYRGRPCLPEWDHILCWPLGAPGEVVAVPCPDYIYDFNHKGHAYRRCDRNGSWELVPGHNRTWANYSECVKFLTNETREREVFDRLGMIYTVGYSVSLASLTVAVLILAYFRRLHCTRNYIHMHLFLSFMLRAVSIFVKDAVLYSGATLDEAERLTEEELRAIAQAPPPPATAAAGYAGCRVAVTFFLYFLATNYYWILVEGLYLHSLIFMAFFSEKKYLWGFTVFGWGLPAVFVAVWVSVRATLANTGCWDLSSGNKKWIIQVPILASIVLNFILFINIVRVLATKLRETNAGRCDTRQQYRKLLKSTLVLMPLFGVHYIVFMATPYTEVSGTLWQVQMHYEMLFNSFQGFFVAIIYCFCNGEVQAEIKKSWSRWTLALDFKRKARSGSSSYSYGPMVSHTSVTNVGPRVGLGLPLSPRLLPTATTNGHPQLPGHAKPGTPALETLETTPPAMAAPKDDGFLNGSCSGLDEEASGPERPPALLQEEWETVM
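HEK-293-derived GP2 cells expressing PTHR1 and a GloSensor cAMP reporter, 3,000/well, plated overnight, given luciferin plus IBMX (each 0.5 mM as added) for 1 h at 37 °C, then compound for 1 h at 37 °C. Luminescence was read after 15 min at room temperature.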
TDP43 rescue: rescues yeast growth from TDP-43 toxicity | TDP-43 expressing yeast growth rescue, BacTiter-Glo, 24 h | Potency, µM (series often up to 46.1 µM), without a hit: top-dose growth rescue (activation), usual class: activators | actives 1.8% (n = 410,000); further: potency means the concentration at half of the fitted maximal effect; % of control where 0% means no effect; nearly all actives have a fitted effect of over 50% in size
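Yeast cells expressing TDP-43 under galactose induction are exposed to compounds for 24 hr at 30 deg C. BacTiter-Glo luminescence measures growth, so protective compounds score as activators.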
DRD3 antagonist: blocks the human D3 dopamine receptor. max response, negative = inhibition, %. D3R cells, DiscoveRx beta-arrestin luminescence, antagonist mode; hits give low values. AID 652054. P35462. actives 2.5% (n = 360,000); in the data active means max response below about -50%; inconclusive means no clear call, values can overlap the other calls; further: on the % scale 0 is the no-effect control and ±100 the full control effect; mostly tested at two doses, the higher about 12 µM
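Cells plated overnight at 1500 cells/well, then exposed to library compounds with dopamine controls for 90 minutes at 37 degrees C. DiscoveRx reagent added for 30–60 minutes at room temperature; luminescence read, quantitative HTS format.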
aSyn yeast inh: rescues yeast growth from alpha-synuclein toxicity. actives 0.14% (n = 370,000). Potency, µM (doses to about 46.1 µM), for inactives: at the top dose growth rescue (activation), usual class: activators. Yeast expressing alpha-synuclein, growth rescue, BacTiter-Glo, 24 h; further: potency means the concentration at half of the fitted maximal effect; % of control where 0% means no effect; nearly all actives have a fitted effect of over 65% in size
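Rescue of yeast growth: cells expressing toxic alpha-synuclein, induced in galactose at OD600 0.02, incubated with compound 24 h at 30 C. ATP luminescence quantified growth; inhibitors of toxicity appear as activators.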
GLP-1R inv ag: GLP-1 receptor (human) inverse agonism; actives 1.6% (n = 410,000); P43220; Potency, µM (series often up to 38.3 µM), without a hit: top-dose activity change, negative = inhibition, most hits filed as inhibitors; HEK293 GLP-1R CRE-luciferase, luminescence, 24 h; GLP-1R form is constitutively active; further: potency means the concentration at half of the fitted maximal effect; on the % scale 0 is the no-effect control and ±100 the full control effect; nearly all actives have a fitted effect of over 55% in size
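Luminescence readout: a drop in cAMP-driven luciferase signal flags inverse agonism at a constitutively active GLP-1R stably expressed in HEK293. Compound exposure lasted 24 hr at 37 deg C, 5% CO2.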
GLP1R cytotox: cytotoxicity in counter-screen for GLP-1R inverse agonists; HEK293 cAMP-luciferase reporter cells, luminescence, 24 h; Potency, µM (top dose mostly 38.3 µM), for the others: top-dose activity change, negative = inhibition, actives largely listed as inhibitors; actives 0.13% (n = 410,000); AID 624418;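 further: loss of luciferase light is scored as toxicity; potency means the concentration at half of the fitted maximal effect; on the % scale 0 is the no-effect control and ±100 the full control effect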
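Seeding density was 200 cells/uL; after overnight-length (12 h) culture, 23 nL compounds went on for 24 h at 37 °C. Readout used a luciferase detection reagent, luminescence taken after 12 min at room temperature.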
GLP-1R agonist: GLP-1 receptor (human) agonism | P43220 | HEK293 GLP-1R CRE-luciferase, luminescence, 4-6 h; cells express a hypersensitive GLP-1R form | Potency, µM (titrated, usually from 45.6 µM), inactives show top-dose activation, actives largely listed as activators | actives 0.007% (n = 380,000) | AID 624172; further: potency means the concentration at half of the fitted maximal effect; % of control where 0% means no effect
KB-V1 cytotox: kills drug-selected multidrug resistant KB-V1 cells. KB-V1 MDR cells viability, CellTiter-Glo, 72 h. Potency, µM (doses to about 46.1 µM), inactives show top-dose activity change, negative = cytotoxicity, usual class: cytotoxic. actives 3.4% (n = 400,000). AID 1347076; further: potency means the concentration at half of the fitted maximal effect; on the % scale 0 is the no-effect control and ±100 the full control effect; nearly all actives have a fitted effect of over 60% in size
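Compound-treated KB-V1 multidrug-resistant cells, 72 h, 37 degrees C; viability by CellTiter-Glo. Fitted qHTS curves give the values.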
* = called active by the depositor; i = inactive; ? = inconclusive; . = no result given; [ ] = remark or other dose. Unless noted, the call rests on the fitted dose curve; in most records, active means well fitted curve in the direction sought with a large enough effect; inconclusive means small, poorly fitted or top-dose-only effect, or another doubt; inactive means no such curve, though single readings can be large; an effect the other way counts as inactive or inconclusive.

no.	SMILES	aSyn yeast inh	GLP-1R agonist	PTHR1 ag	GLP-1R inv ag	KB-V1 cytotox	DRD3 agonist	DRD3 antagonist	GLP1R cytotox	TDP43 rescue
1	O=C1c2cccnc2C(=O)N1c1cccc(-c2nc3ccccc3o2)c1	0%	-2%	-3%	14%	0%	4	3	3%	18%
2	CN(O)/C=C/C(=O)c1ccc(Br)cc1	17%	0%	i	-25%	-9%	1	17	7%	-87%[inhibitor]
3	Oc1c(Br)cc(C=Nc2ccc3nc(-c4ccccc4)[nH]c3c2)c(O)c1Br	0%	5%	-35%[inhibitor]	11%	-25%	20	2	-29%	24%
4	Fc1ccccc1Sc1ccccc1CNC1=NCCN1	-1%	-4%	-19%	?	3%	-11	1	-21%	1%
5	CC(C)Oc1ccccc1/C=N/Nc1ccccc1[N+](=O)[O-]	-15%	3%	i	-26%	-6%	-3	1	11%	7%
6	Cc1ccc(NC(=O)CSc2nnc(-c3ccncc3)n2N)cc1C	-5%	-9%	i	0%	27%	1	-70*	7%	16%
7	CC(=O)N(CCO)Cc1cc2cc(C)cc(C)c2[nH]c1=O	2%	0%	i	12%	15%	7	3	-5%	3%
8	O=C(NC(=S)Nc1cccc(O)c1)c1cncc(Br)c1	-4%	0%	i	15%	2%	-2	-21	-10%	17%
9	Cn1nc(C2CC2)cc1NC(=O)C1(C)CCN1C(=O)c1ccccc1CCc1ccccc1 (stereo not given)	-3%	-2%	-14%	-33%	4%	-8	0	-8%	0%
10	COc1ccc(C)cc1NC(=O)C1CCCN(S(=O)(=O)c2cccs2)C1 (stereo not given)	1%	14%	-11%	?	-21%	10	3	-3%	14%
11	CCOc1ccccc1NC(=O)c1cc(C(=O)c2cc(OC)ccc2O)coc1=N	2%	-2%	-16%	0%	12µM*	18	11	-10%	12%
12	COc1ccc(NC(=O)CSCC(=O)N(C)Cc2c(F)cccc2Cl)cc1	-1%	14%	-20%	-27%	-5%	3	-5	5%	30%
13	CC1CC(C)(C)NC(=S)N1CC(=O)NCc1ccc2c(c1)OCO2 (stereo not given)	-2%	0%	-19%	-4%	0%	-8	3	-13%	-10%
14	CCNC(=S)N/N=C/c1cccc(OCc2c(F)cccc2Cl)c1	4%	6%	-7%	10µM*	21µM*	-3	-20	?	6%
15	C=CC[C@@H](Cc1ccc(F)cc1)C(=O)OC[C@H]1CCCN1C(=O)[C@H](CC=C)CC(=O)NCCO	4%	-3%	i	3%	9%	6	6	-26%	22%
16	CCOCCCNC(=S)N1CCC(C(=O)c2ccc3c(c2)OCCO3)CC1	4%	4%	-19%	-21%	7%	1	4	-15%	11%
17	O=C(Nc1cc(C(F)(F)F)ccc1Cl)C1CCN(c2nnc(-n3cccc3)s2)CC1	-1%	-2%	i	?	0%	-12	-1	0%	1%
18	O=C1CN2C(=N1)N(Cc1ccccc1)c1ccccc12	9%	-4%	i	8%	6%	2	6	-7%	12%
19	CC(C)Cc1ccc(-c2cc3nc(NCc4cccc(Cl)c4)ccn3n2)cc1	1%	10%	-23%	2.8µM*	?	-3	16	-9%	9%
20	Cc1ccc(O)c(C(=O)c2cnc3c(c2)c(=O)n(C)c(=O)n3C)c1	0%	10%	-15%	17%[7.66 µM]	-47%	3	-17	1%[7.66 µM]	6%[9.22 µM]
21	COc1ccc(C(=O)C2CCCN(C(=O)c3cc(C4CC4)[nH]n3)C2)c(C)c1 (stereo not given)	4%	8%	-7%	16%	2%	8	2	-9%	11%
22	CCCNS(=O)(=O)c1cc(CN2C(=O)c3cccnc3C2=O)ccc1OC	-1%	0%	-37%	3%	10%	4	10	1%	0%
23	Cc1cccc(C(=O)NCCCn2ccnc2)c1C	-2%	9%	i	5%	14%	7	7	21%	-1%
24	CCC(=O)n1nc(-c2cccnc2)nc1NCc1ccc(OC)cc1	-22%	4%	-5%	0%	-14%	1	-5	12%	-16%
25	COc1ccc(/[N+]([O-])=C/c2ccoc2)cc1	0%	0%	-78%[inhibitor]	-8%	14%	-13	0	-1%	-4%
26	Cc1ccc(-n2c3nc(=O)[nH]c(=O)c-3cc3cc([N+](=O)[O-])ccc32)cc1	-1%	3%	-26%	?	?	-7	11	-5%	?
27	O=C(Nc1nccs1)NC1CCCCC1	.	-7%	-42%[inhibitor]	?	1%	1	-3	2%	12%
28	CN(C)S(=O)(=O)c1ccc(/C(O)=C2/C(=O)C(=O)N(CCCN3CCOCC3)C2c2ccncc2)cc1 (stereo not given)	-4%	0%	i	13%	13%	-12	-14	-2%	-13%
29	COc1ccc(C2OC(=O)CC2C(=O)NC2CCCC(C)C2C)cc1OC (stereo not given)	10%	1%	0%[57.5 µM]	0%	?	-2	19	-4%	0%
30	O=C(c1ncn2c1c(=O)[nH]c1ccccc12)N1CCc2ccccc2C1	13%	-2%	-24%	9%	3%	5	1	-1%	0%
31	Cc1ccc(-n2nnnc2SCC(=O)Nc2c(C)n(C)n(-c3ccccc3)c2=O)cc1	1%	-6%	-2%[57.5 µM]	-7%	-5%	6	15	6%	-5%
32	COc1ccc(NC(=O)CN2CCN(S(=O)(=O)c3ccc(C(C)C)cc3)CC2)cc1OC	2%	2%	-15%	21%	-13%	5	14	-7%	26%
33	Cc1ccc2cc(CN(C)C(=O)c3cccc(Cl)c3)c(=O)[nH]c2c1	.	.	-94%[inhibitor]	-2%	-11%	5	.	-4%	21%
34	COC(=O)[C@@]12C[C@@H](CC(=O)NCc3cccc4ccccc34)C(=O)N(Cc3cccc4ccccc34)C1=CCC(C)(C)C2	0%	.	-10%	0%	?	3	8	0%	24%
35	N#CC1=C2SCN(Cc3ccccc3)CN2C(=O)CC1c1cccs1 (stereo not given)	5%	0%	i	-7%	-3%	3	-9	-2%	0%
36	CCOC(=O)Cc1csc(N/N=C/c2ccc(C(F)(F)F)cc2)n1	-7%	-1%	i	-4%	0%	4	37	-3%	7%
37	CCCCc1cc(=O)oc2cc(C)cc(OC(C)C(=O)NCc3cccnc3)c12 (stereo not given)	3%	0%	i	51%[activator]	10%	-7	8	1%	-18%
38	Cc1ccc(CCC(=O)Nc2ccc([N+](=O)[O-])cc2Cl)o1	10%	-5%	-30%	4%	26%	3	-3	6%	0%
39	CC(=O)Nc1ccc(S(=O)(=O)Nc2cc3c(cc2C(C)=O)OCO3)cc1	10%	6%	i	6%	-9%	4	15	-7%	0%
40	Cc1ccc(S(=O)(=O)N2C[C@H]3C(=O)C[C@@H](c4ccc(Cl)cc4)N(S(=O)(=O)c4ccccc4C)[C@H]3C[C@H]2c2ccc(Cl)cc2)cc1	-3%	-1%	-14%	?	9%	-2	-17	-5%	6%
41	Cc1cccc(C)c1NC(=O)Cn1nnc(S(=O)(=O)c2ccccc2)c1N	.	.	-28%	-7%	.	-8	.	1%	16%
42	O=C(CSc1nc2c([nH]c3ccccc32)c(=O)n1-c1ccc(Cl)cc1)N1CCCC1	-5%	-1%	i	15%	38%	7	.	-7%	19%
43	O=C(c1noc2c1CCCCC2)N1CCN(C(c2ccccc2)c2ccccc2)CC1	1%	0%	-11%	?	-21%	-3	11	-2%	-1%
44	CC(C)C(=O)Nc1ccc(NC(=O)CCc2ccccc2)cn1	3%	0%	i	6%	-6%	-9	5	-1%	8%
45	COc1ccc(Cl)cc1NC(=O)c1cc(-c2ccco2)on1	1%	2%	-26%	7%	1%	-27	3	-5%	-5%
46	Cc1ccc(C)c(N2CCN(C(=O)c3ccc4nc(-c5ccco5)c(-c5ccco5)nc4c3)CC2)c1	5%	-11%	i	?	?	34*	37	33%[activator]	-5%
47	O=C(O)c1ccc(NC2(C(=O)O)CCCC2)cc1	2%	13%	5%	2%	1%	2	3	-4%	-15%
48	COc1ccc(NC(=O)CSc2nnc3n2CCCCC3)cc1S(=O)(=O)N(C)C	-8%	-1%	i	6%	-14%	-1	-14	7%	-5%
49	CC1CCN(C(=O)CCCC(=O)O)CC1	-22%	-3%	-1%	-4%	?	1	10	-17%	11%
50	COc1cccc(C2C(C(=O)Nc3ccccc3)=C(C)Nc3nnnn32)c1OC (stereo not given)	.	.	-16%	-11%	.	1	.	-7%	28%
51	COC(=O)[C@H](Cc1c[nH]c2ccccc12)NCc1cccc(B(O)O)c1	-1%	16%	-34%[inhibitor]	8%	0%	-6	-9	1%	14%
52	Cc1ccc2nc(-c3cccc(Br)c3)cc(C(=O)NC3CC3)c2c1	0%	-20%	i	-17%	-20%	4	13	22%	24%
53	N#Cc1ccc(S(=O)(=O)NC2CC2)cc1	-17%	4%	?	-11%	-2%	-10	-20	12%	2%
54	COc1ccc2sc(/C=C/c3ccccc3O)[n+](C)c2c1	12%	5%	-7%	25%	7%	6	-3	-31%	-34%[inhibitor]
55	O=C(NCc1ccccc1Cl)C1CCN(S(=O)(=O)c2ccc(F)cc2)CC1	21%	15%	i	?	-8%	15	-3	-16%	-13%
56	O=C(Nc1c2n(c(=S)n(-c3ccccc3)c1=O)CCCCC2)c1ccccc1	-5%	0%	-10%	15%[7.66 µM]	-31%	-1	-12	3%[7.66 µM]	3%
57	Cc1nc(-c2ccc(S(=O)(=O)Nc3ccccc3C)cc2)co1	20%	-2%	-21%	-11%	0%	-13	-9	-1%	24%
58	CCC(C(=O)OCC(=O)c1ccc(OC)cc1OC)c1ccccc1 (stereo not given)	0%	15%	-42%[inhibitor]	?	-2%	7	14	-8%	-2%
59	COc1ccc(CN2CCNC(=O)C2CC(=O)N(C)Cc2ccon2)c(OC)c1 (stereo not given)	2%	12%	-8%	-16%	-28%	14	14	-3%	-6%

Source: PubChem

The list is partial; rates above refer to the full screens.
